# Myeloid diff MLP: compounds promoting myeloid differentiation; ER-HoxA9 myeloid progenitors, lysozyme-GFP differentiation, flow cytometry; calls only at 10 µM; hit rate 1% among 360,000; AID 624256;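 active = normalized GFP-positive differentiation at or above the plate's own cutoff, the solvent-only control mean plus 3 SD; inconclusive = no clear call, values can overlap the other calls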;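 note: cells exposed to compound for four days before flow analysis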
# Rac1 GTP hydrolysis: MgcRacGAP GTPase-activating activity inhibitors, confirmation, biochemical, ADP Hunter fluorescence. MgcRacGAP-stimulated Rac1 GTP hydrolysis, ADP Hunter fluorescence; higher % means a stronger effect; GST-tagged Rac1 F28L mutant substrate. inhibition, % at 30 µM; hits with a dose series show IC50 in µM. hit rate 0.6% among 340,000. AID 624330;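 active = first-screen hits whose inhibition reached a set limit at any dose in the follow-up dose series; inconclusive = inhibition above the set first-screen limit but never retested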;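 note: fluorescence reports GDP produced by GAP-driven GTP hydrolysis; strong numbers were not always called active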
# Myeloid diff MLP GFP+ MAC1+ %: second read-out of Myeloid diff MLP, no call of its own (marks repeat the call); GFP+ MAC1+ double positive, %; measured here: differentiation confirmed by MAC1 staining
# * hit, by the source's call; i = inactive; ? = inconclusive; · = no result given; + = active, no number. This is a subset. The share of hits here may be higher or lower than overall.
Structure,Myeloid diff MLP,Myeloid diff MLP GFP+ MAC1+ %,Rac1 GTP hydrolysis
COC(=O)[C@H]1C[C@@]2(O)CN(S(=O)(=O)c3ccc(C)cc3)C[C@@]2(OC(=O)NCc2ccccc2)C[C@H]1C(=O)OC,i,2.1,12.3%
CN1OC[C@@H]2CN[C@H](c3cccc(Oc4ccccc4)c3)C[C@@H]21,i,0.7,10.4%
CC(=O)C1=C(O)C(=Cc2ccccc2)OC1=O,i,0.8,7.6%
C[C@H](NC(=O)c1ncn2c1C(=O)N[C@@H](C)C2)c1ccccc1,i,0.6,7.1%
NC(CSC1(c2cccc3ccccc23)c2ccccc2-c2ccccc21)C(=O)O (stereo not drawn),i,2.6,8.3%
COc1cc2c(c(OC)c1OC)C(=O)CO2,i,1.6,1.8%
CCN1C(=O)CC(C(C)C)N(C2CCCC2)c2nc(Nc3ccc(C(=O)NC4CCN(C)CC4)cc3OC)ncc21 (stereo not drawn),i,14.7,8.5%
Cc1cccc(C(=O)OCC(=O)NCc2ccc(Cl)cc2)c1,i,2.1,14.5%
COc1ccc(Cl)cc1CC=NNC(=O)c1ccncc1,i,0.6,-4.2%
CN(CC(=O)Nc1ccc(F)cc1)C(=O)c1ccc(-c2ccc(F)cc2)o1,i,0.3,4.8%
COc1ccc(NC(=O)C2CC(=O)N(c3ccc(C)cc3)C2)cc1S(=O)(=O)N1CCCCC1 (stereo not drawn),i,0.2,-4.1%
Cc1cccc2c1NC(=O)C2=O,i,1.8,8.9%
CCc1nc(SCC(=O)Nc2nnc(C(C)C)s2)n[nH]1,i,0.4,0.9%
O=C1NC(=S)S/C1=C\c1cccc([N+](=O)[O-])c1,i,1.4,11.9%
NC(=O)C1C2C=CC(C2)C1c1ccccc1 (stereo not drawn),i,1.3,5.9%
c1ccc2c(c1)-c1cccc3cncc-2c13,i,1.1,11.4%
C[n+]1cccc(C(=O)O)c1,i,1.8,6.0%
Cc1cccc(S(=O)(=O)N(C)C[C@H]2OCc3cn(nn3)CCCC(=O)N([C@@H](C)CO)C[C@@H]2C)c1,i,0.6,12.9%
NC1=NC(=O)C(=Cc2ccccc2)S1,?,·,-0.9%
CCOC(=O)C1=C(C)NC(C)=C(C(=O)OCC)C1C(=O)OCC(=O)Nc1ccc(NC(C)=O)cc1,i,0.7,6.3%
CCCC(=O)Nc1nnc(SCC(=O)Nc2ccc(OCC)cc2)s1,i,1.1,-30.9%
O=C(CC(O)c1ccncc1)c1ccccc1O (stereo not drawn),i,0.7,-4.0%
CC12CCC(C(=O)N(c3nccs3)C1=O)C2(C)C (stereo not drawn),i,0.2,2.1%
COc1ccc(/C=C2/SC(=S)N(CCC(=O)Nc3cccnc3)C2=O)cc1OC,i,0.1,8.3%
Cc1ccc(-c2ccc(CN3C(C)C(=O)N(Cc4cn(CCC5OCCCO5)nn4)CCS3(=O)=O)cc2)cc1 (stereo not drawn),i,0.5,-3.5%
CC(C)=C1CCC(C)CC1=NNC(N)=S (stereo not drawn),i,1.8,20.3%
CC1CCC(CC(=O)O)(C(=O)O)CC1 (stereo not drawn),i,1.5,3.5%
CCCCCC(=O)N1C[C@H](n2cc(C3CC3)nn2)[C@@H](O)C[C@@H]1c1ccc(C)cc1,i,2.0,18.9%
N#CC1C(=O)NC(c2ccccc2)=CC1c1ccccc1 (stereo not drawn),i,1.8,1.7%
COc1cccc(-c2c(C(=O)O)cc(O)c3ccc(OC)cc23)c1,i,1.4,-2.6%

# Only Myeloid diff MLP GFP+ MAC1+ % and Rac1 GTP hydrolysis, for some of the entries so far:
molecule | Myeloid diff MLP GFP+ MAC1+ % | Rac1 GTP hydrolysis
N#CC1C(=O)NC(c2ccccc2)=CC1c1ccccc1 (stereo not drawn) | 1.8 | 1.7%
CC1CCC(CC(=O)O)(C(=O)O)CC1 (stereo not drawn) | 1.5 | 3.5%
CCN1C(=O)CC(C(C)C)N(C2CCCC2)c2nc(Nc3ccc(C(=O)NC4CCN(C)CC4)cc3OC)ncc21 (stereo not drawn) | 14.7 | 8.5%

# Later entries:
Structure,Myeloid diff MLP,Myeloid diff MLP GFP+ MAC1+ %,Rac1 GTP hydrolysis
CCOC(=O)CCN(C(=O)Nc1ccccc1)C1CCCCC1,i,1.3,4.9%
Cc1cccc(NC(=O)C(C)OC(=O)CNC(=O)C2CCCCC2)c1 (stereo not drawn),i,1.0,11.4%
Cc1ccc(S(=O)(=O)N2CCCCC2)cc1NC(=O)CCNC(=O)c1ccccc1Cl,i,0.8,10.7%
COc1ccc(NS(=O)(=O)c2cc([N+](=O)[O-])ccc2N/N=C/c2c(C)[nH]c3ccccc23)cc1,+,37.5*,-0.6%
O=C(CSCC(=O)NN=Cc1ccccc1O)NN=Cc1ccccc1O,i,1.1,-1.7%
C=CCOc1ccc(C[C@H](N)C(=O)NC[C@H]2O[C@@H](n3ccc(N)nc3=O)[C@H](O)[C@@H]2O)cc1,i,0.6,11.1%
c1ccc(-c2nn3c(-c4ccccc4)nnc3o2)cc1,i,1.0,-6.2%
O=C(Nc1ccccc1F)c1nc[nH]c1C(=O)NCc1ccccc1,i,0.7,2.3%
C[C@@H]1CN([C@H](C)CO)C(=O)CCCn2nncc2CO[C@H]1CN(C)S(C)(=O)=O,i,0.9,15.6%
ClCCn1c(CCl)nc2ccc(Cl)cc21,i,0.2,8.8%
CN(C(=O)COc1ncnc2ccc(Br)cc12)C1CCCCC1,i,1.2,4.1%
O=C1NC(=S)NC1Cc1ccc(O)cc1 (stereo not drawn),i,2.6,7.3%
O=C(CNC(=O)c1cc(S(=O)(=O)N2CCOCC2)ccc1N1CCCC1)Nc1ccc(F)c(F)c1,i,0.3,4.8%
Cc1cccc(C)c1Nc1n[nH]c(=S)s1,i,1.5,13.1%
NS(=O)(=O)c1ccc(CCNC(=O)c2ccc(Cl)c(S(=O)(=O)N3CCCCCC3)c2)cc1,i,0.4,-1.3%
Nn1c(SCC(=O)N2CCCC2)nnc1C1CCCCC1,i,0.5,8.6%
Cc1ccc(-c2csc(/C=C3/SC(C)C(=O)N3CC(=O)Nc3ccccc3F)n2)cc1 (stereo not drawn),i,0.5,0.9%
c1ccc(C(=NNc2nc3ccccc3s2)c2ccccn2)cc1,?,·,3.2%
c1ccc(NN(Cc2ccncc2)c2ccccc2)cc1,i,0.8,-5.6%
CCNc1ccc(S(=O)(=O)N2CCOCC2)cc1NCC(=O)Nc1cccc(Br)c1,i,0.3,4.7%
CC(=O)Nc1ccc(S(=O)(=O)NN=Cc2ccc(Cl)c(Cl)c2)cc1,i,0.2,-0.3%
CCCCCCn1c(=O)n2n(c1=O)[C@@H]1CN(S(=O)(=O)c3ccc(C)cc3)C[C@]1(O)[C@@H](OC(=O)NCc1ccc(OC)c(OC)c1)C2,i,1.0,12.9%
CCCCNC(=O)c1cc2nc(-c3ccc(OC)cc3)cc(C(F)(F)F)n2n1,i,1.1,2.3%
CCCN(C)C[C@@H]1Oc2ncc(Br)cc2C(=O)N([C@@H](C)CO)C[C@H]1C,i,0.2,16.4%
COC(=O)C(C(=O)OC)[C@@H]1C=C[C@H](C[N+](=O)[O-])N(C(C)=O)C1,i,0.6,8.2%
CN(CCc1ccccc1)C(=O)c1ccc(NC(=O)Cc2cccc(NC(=O)C3CCN(C(=O)C4CCCCC4)CC3)c2)cc1,i,0.7,0.6%
C[C@@H](CO)NC(=O)c1[nH]cnc1C(=O)Nc1ccc(CNC(=O)OC(C)(C)C)cc1,i,0.8,11.0%
Cc1ccc(S(=O)(=O)Nc2nc(CN3CCOCC3)nc3sc(C(=O)O)c(C)c23)cc1,i,1.3,4.8%
COc1ccc(-c2csc(NC(=O)CS(=O)(=O)c3ccccc3)n2)cc1OC,i,1.0,6.3%
COc1ccc(NC(=O)C[C@H]2C(=O)N(C3CCCCC3)C[C@@H]2c2ccc(OC)cc2)cc1,i,3.6,16.1%
COc1ccc(C=NN=C2c3ccccc3-c3ccccc32)cc1O,i,0.9,9.7%
COc1ccc(COC[B-](F)(F)F)cc1,i,0.2,4.5%
CCN(CC)C1Oc2cc3c(cc2C(c2cccc(OC)c2O)C1C)OCO3 (stereo not drawn),i,0.3,7.5%
CN(CC(=O)Nc1ccc(F)c(F)c1F)C(=O)CCN1C(=O)C2CC=CCC2C1=O (stereo not drawn),i,0.3,-29.3%
N#Cc1cnn(-c2ccc([N+](=O)[O-])cc2[N+](=O)[O-])c1N,i,0.8,7.2%
C[C@@H]1CN([C@H](C)CO)C(=O)CCCn2nncc2CO[C@@H]1CN(C)C(=O)Nc1ccnc(N2CCOCC2)c1,i,0.8,8.3%
CCOc1ccc(NC(=O)CSc2nc3ccsc3c(=O)n2CCCCCC(=O)O)cc1,i,0.6,18.4%
CCOc1ccc(NC(=O)c2ccc3c(c2)N(C)CCS3)cc1,i,0.6,15.1%
CN(Cc1ccc(Cl)cc1Cl)C(=O)C1CC(=O)N(Cc2ccco2)C1 (stereo not drawn),i,1.3,11.9%
CCN(CC)C(=O)C1=C(C)N(Cc2ccc(OC)cc2)C(=O)C(CC(=O)NC2CC2)C1 (stereo not drawn),i,0.9,8.1%
O=S(Cc1ccccc1)Cc1ccccc1,i,3.8,6.7%
CC(=O)c1sc2c(c1OC(=O)c1ccccc1)c(=O)n(-c1ccccc1)c(=S)n2-c1ccccc1,i,1.0,6.9%
COc1ccc(CNC(=O)c2ccc(S(=O)(=O)N3CC(C)CC(C)C3)cc2)cc1OC (stereo not drawn),i,1.1,2.6%
COc1ccc(C(C#N)=Cc2ccc(N(C)CCC#N)cc2)cc1,i,0.0,3.5%
C=C(C)C1CC=C(C)C(=NNC(=O)c2ccncc2)C1 (stereo not drawn),i,0.6,3.6%
COc1ccc(CN2CCC[C@]3(N[C@H](c4ccc(C)cc4)[C@@H]4C(=O)N(C)C(=O)[C@@H]43)C2=O)cc1,i,0.4,11.5%
COc1cc2ccnc(C=O)c2cc1OC,?,·,15.5%
N#C/C(=C/c1ccc(-c2cccc([N+](=O)[O-])c2)o1)C(=O)Nc1nc(-c2cccs2)cs1,i,1.9,4.8%
COc1cc(NC(=O)CCl)ccc(=O)c1,i,1.6,12.1%
C[C@H]1CN([C@@H](C)CO)C(=O)CCCn2cc(nn2)CO[C@@H]1CN(C)C(=O)Nc1ccccc1F,i,1.4,12.4%
C[C@@H]1CCCCO[C@H](CN(C)C(=O)Cc2ccccc2)[C@@H](C)CN([C@H](C)CO)C(=O)c2cc(N(C)C)ccc2O1,i,0.7,14.9%
O=c1cc2c(c(-c3ccccc3)n1Cc1ccccc1)[C@H](CCO)NC2,i,1.2,2.1%
O=C(C[C@H]1C(=O)N(c2ccc(Br)cc2)C[C@@H]1Cc1ccccc1)Nc1ccccc1,i,1.4,10.0%
CC(=NNC(=O)c1ccncc1)c1ccccc1Cl,i,3.1,2.6%
O=C(NCCCN1CCCC1=O)C(=O)NCC1OCCN1S(=O)(=O)c1cc(F)ccc1F (stereo not drawn),i,0.8,17.1%
Cc1cn([C@H]2C[C@H](O)[C@@H](CNCc3ccc(CN(C)S(C)(=O)=O)o3)O2)c(=O)[nH]c1=O,i,1.1,14.7%
COc1ccc(S(=O)(=O)N2CCN(C(=O)c3ccc(COc4ccccc4)o3)CC2)cc1,i,0.5,8.7%
N#CCCC(C#N)(c1cccnc1)N1CCOCC1 (stereo not drawn),i,0.9,5.5%
CCN(CC)C(=O)C1=C(C)N(CCC2=CCCCC2)C(=O)C(CC(=O)NC2CCCC2)C1 (stereo not drawn),i,0.5,14.9%
CC1C(=O)N(Cc2cn(CCC3OCCO3)nn2)CCS(=O)(=O)N1Cc1ccc(-c2ccc(Cl)c(Cl)c2)cc1 (stereo not drawn),i,0.6,7.2%

# Gathered by group, the compounds so far with bromine
Structure,Myeloid diff MLP,Myeloid diff MLP GFP+ MAC1+ %,Rac1 GTP hydrolysis
CN(C(=O)COc1ncnc2ccc(Br)cc12)C1CCCCC1,i,1.2,4.1%
CCNc1ccc(S(=O)(=O)N2CCOCC2)cc1NCC(=O)Nc1cccc(Br)c1,i,0.3,4.7%
CCCN(C)C[C@@H]1Oc2ncc(Br)cc2C(=O)N([C@@H](C)CO)C[C@H]1C,i,0.2,16.4%
O=C(C[C@H]1C(=O)N(c2ccc(Br)cc2)C[C@@H]1Cc1ccccc1)Nc1ccccc1,i,1.4,10.0%

# Other entries follow:
Structure,Myeloid diff MLP,Myeloid diff MLP GFP+ MAC1+ %,Rac1 GTP hydrolysis
C#CCN(C[C@H]1[C@H](OC(=O)NCc2ccccc2F)[C@H](OC(=O)NCc2ccccc2F)C[C@H]2C(=O)N(c3ccccc3)C(=O)[C@@H]12)S(=O)(=O)c1ccc(C)cc1,i,0.9,0.4%
Nc1nc2c(ncn2-c2ccccc2)c(=O)[nH]1,i,1.1,-2.7%
O=C1CN(N=Cc2ccco2)C(=O)N1,i,0.6,-3.2%
O=C(OCc1ccccc1)N1CCC2CC1c1cc(N3CCOCC3)ccc12 (stereo not drawn),i,0.4,7.2%
O=C(Cc1ccc(NC(=O)C2CCCN(C(=O)C3CCC3)C2)cc1)Nc1cccc(C(=O)N2CCCC2)c1 (stereo not drawn),i,0.7,5.1%
Cc1cc(=O)[nH]c(NC(=O)Cc2ccccc2)n1,i,0.3,5.8%
CC(OC(=O)c1nc(Cl)ccc1Cl)C(=O)NCc1ccccc1 (stereo not drawn),i,0.7,-29.1%
